Compound activity deposited in PubChem by National Center for Advancing Translational Sciences (NCATS).
PKM2 act = increases activity of human pyruvate kinase M2 | AID 1631 | purified PKM2, Kinase-Glo ATP luminescence, activation; response scale: 0% is enzyme alone, no compound | P14618 | Potency, µM (series often up to 57.5 µM), inactives show top-dose activation, actives largely listed as activators | 260,000 compounds, 0.34% hits; further: potency means the concentration at half of the fitted maximal effect; on the % scale 0 is the no-effect control and ±100 the full control effect; nearly all actives have a fitted effect of over 55% in size
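hPK-M2, >95% pure; 0.1 mM ADP / 0.5 mM PEP final; imidazole pH7.2 buffer w/ 7 mM MgCl2, 50 mM KCl; 1 h RT; Kinase-Glo lum. Intermediate enzyme activity for dual inhibitor/activator qHTS.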
USP2a inh = blocks human ubiquitin-specific protease USP2a; USP2 core, Ub-CHOP2 coupled fluorogenic reporter, 485/531; Potency, µM (highest dose often 38.3 µM), without a hit: at the top dose activity change, negative = inhibition, actives largely listed as inhibitors; 330,000 compounds, 0.01% hits; AID 463254;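 further: potency means the concentration at half of the fitted maximal effect; plate controls were DMSO wells for no effect and full inhibition by NEM control for full effect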
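Deubiquitinase activity read as fluorescence (485/531 nm) after Ub-CHOP2 cleavage activates the enterokinase reporter on its substrate; USP2 core 10nM, Ub-CHOP2 and substrate 25nM each, 30min compound preincubation then 60min RT; data normalized to NEM, curves fitted.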
ASM inhibitor = blocks human secretory acid sphingomyelinase; placental ASM, HMU-PC fluorogenic substrate, 60 min; Potency, µM (highest dose often 57.5 µM), for inactives: at the highest dose activity change, negative = inhibition, hits mostly inhibitors; 340,000 compounds, 0.006% hits; further: potency means the concentration at half of the fitted maximal effect
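Steps: dispense placental human ASM, pin compound, wait 10 min at room temperature, add HMU-PC0 substrate at 9 uM final, incubate 60 min at 37 °C, add stop solution raising pH to 10, read fluorescence.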
Mito fusion act = mitochondrial division inhibition or fusion activation. 320,000 compounds, 0.23% hits. S. cerevisiae fusion-defective mutant growth rescue, CellTiterGlo 48 h. AID 485298. Potency, µM (top dose mostly 46.1 µM), for inactives: at the top dose growth rescue (activation), actives largely listed as activators;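 further: potency means the concentration at half of the fitted maximal effect; % of control where 0% means no effect; nearly all actives have a fitted effect of over 45% in size; temperature-sensitive fusion mutants such as fzo1-1 at 37 °C on non-fermentable ethanol glycerol medium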
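Luminescent cell viability in 1536-well qHTS format served as the measure of rescued growth in ts fusion-mutant S. cerevisiae cultured on non-fermentable YPEG for 48 hours at 37C.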
MBNL1 CUG block = MBNL1-poly(CUG) RNA binding inhibition; TR-FRET MBNL1-His/biotin-(CUG)12 binding, 665/545 ratio; 280,000 compounds, 0.036% hits; Potency, µM (top dose mostly 57.5 µM), inactives show top-dose activity change, negative = inhibition, actives largely listed as inhibitors; active means well fitted inhibition curve with a large enough effect in the signal ratio, with a control signal flat, not every such curve was filed as active; inconclusive means small, poorly fitted or top-dose-only effect, or effect the other way, or a change in a side signal; inactive means no such curve, though single readings can be large or run the other way; the % refers to the signal ratio; further: potency means the concentration at half of the fitted maximal effect; on the % scale 0 is the no-effect control and ±100 the full control effect
Target sequence (Q9NR56 whole entry, looked up): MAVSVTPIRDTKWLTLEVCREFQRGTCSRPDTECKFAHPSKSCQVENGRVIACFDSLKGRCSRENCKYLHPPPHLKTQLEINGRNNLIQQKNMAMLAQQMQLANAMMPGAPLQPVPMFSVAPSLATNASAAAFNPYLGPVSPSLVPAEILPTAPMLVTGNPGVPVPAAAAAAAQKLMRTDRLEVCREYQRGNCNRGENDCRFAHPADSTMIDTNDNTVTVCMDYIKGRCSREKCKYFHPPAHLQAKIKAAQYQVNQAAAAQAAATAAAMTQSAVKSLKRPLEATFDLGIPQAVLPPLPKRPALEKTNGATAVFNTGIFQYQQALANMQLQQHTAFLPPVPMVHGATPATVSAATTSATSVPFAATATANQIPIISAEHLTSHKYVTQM
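TR-FRET readout: Ex 340 nm, 665/545 nm emission ratio, normalized to buffer-only (basal) and MBNL1-(CUG)12 controls. Complex of MBNL1-His with Biotin-(CUG)12, compounds 92 nM–58 uM, incubated 60 min at room temperature.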
TSHR antag = blocks TSH signaling through the human TSH receptor; TSHR-expressing cells, TSH-stimulated cAMP HTRF, 2 h; stronger effect = lower value; activity change, negative = inhibition, % at 11.5 µM; 330,000 compounds, 0.2% hits;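 active means activity change below a set negative limit, meaning inhibition stronger than a set level, cut at about -70% in these data; inconclusive means activity change between two set negative limits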; further: on the % scale 0 is the no-effect control and ±100 the full control effect
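TSHR-expressing cells, 200/well, pre-treated with compound, then stimulated with EC80 TSH (4nM final) for 2 hours at 37 deg C. cAMP measured by competitive HTRF: anti-cAMP cryptate antibody in lysis buffer plus cAMP-d2, read after 30 minutes at room temperature.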
hERG WT inh = blocks the wildtype human KCNH2 potassium channel; AID 720551; activity change, % at 1.84 µM; 340,000 compounds, 0.37% hits; Q12809; U2OS, BacMam KCNH2, thallium flux FluxOr; stronger effect = lower value;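 active means maximum activity change below -70%; inconclusive means maximum activity change between -70% and -50%; inactive means maximum activity change above -50%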; further: on the % scale 0 is the no-effect control and ±100 the full control effect
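U2OS cells transduced with wild-type KCNH2 virus are loaded with FluxOr dye for 45 min, and thallium flux is measured in kinetic reads before and after stimulation buffer. Rate constants are normalized to DMSO controls.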
GALK inh = inhibitors of human galactokinase; P51570; Purified GALK, Kinase-Glo residual ATP luminescence; Potency, µM (titrated, usually from 57.5 µM), without a hit: top-dose activity change, negative = inhibition, actives largely listed as inhibitors; 270,000 compounds, 0.007% hits; further: potency means the concentration at half of the fitted maximal effect; on the % scale 0 is the no-effect control and ±100 the full control effect
Target sequence (P51570 whole entry, looked up): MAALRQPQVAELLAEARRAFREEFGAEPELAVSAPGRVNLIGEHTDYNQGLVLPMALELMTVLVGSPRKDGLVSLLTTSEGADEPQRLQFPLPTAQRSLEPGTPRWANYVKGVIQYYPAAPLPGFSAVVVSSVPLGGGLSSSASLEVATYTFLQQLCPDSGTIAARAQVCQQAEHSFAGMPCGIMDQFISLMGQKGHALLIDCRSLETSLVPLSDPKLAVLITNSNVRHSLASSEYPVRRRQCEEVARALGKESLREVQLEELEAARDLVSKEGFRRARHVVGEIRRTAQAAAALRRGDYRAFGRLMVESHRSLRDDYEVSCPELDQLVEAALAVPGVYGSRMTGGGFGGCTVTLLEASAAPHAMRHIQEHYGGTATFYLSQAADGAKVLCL
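Luminescence from leftover ATP (Ultra-Glo luciferase/luciferin) served as read-out after a 1 h room-temperature reaction of 5 nM GALK with 35 uM ATP and 100 uM galactose.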
Eya2 inh = Eya2 (human) phosphatase inhibition. O00167. recombinant Eya2, OMFP fluorescence dephosphorylation (OMFP is methylfluorescein phosphate). Potency, µM (series often up to 76.9 µM), for inactives: top-dose activity, negative = inhibition, actives largely listed as inhibitors. 330,000 compounds, 0.006% hits. AID 488837; further: potency means the concentration at half of the fitted maximal effect; on the % scale 0 is the no-effect control and ±100 the full control effect
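Eya2 protein (added as 0.2 uM solution) was preincubated with compound for 10 min at ambient temperature in 50 mM HEPES pH 7.5, 50 mM NaCl, 5 uM MgCl2, 0.05% BSA, 1 mM DTT. OMFP (added at 50 uM) then reacted 10 min; fluorescence read at 485/525 nm.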
Chronic BCR inh = chronic active BCR signaling inhibition; ABC-DLBCL IkBa-CBG/CBR reporter, luminescence ratio, 4 h; Potency, µM (doses to about 46.1 µM), for the others: at the highest dose ratio change, negative = lower green/red ratio, actives largely listed as inhibitors; 340,000 compounds, 0.05% hits; active means well fitted inhibition curve with a large enough effect in the signal ratio, with a control signal flat, not every such curve was filed as active; inconclusive means small, poorly fitted or top-dose-only effect, or effect the other way, or a change in a side signal; the % refers to the signal ratio;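 further: potency means the concentration at half of the fitted maximal effect; plate controls were basal doxycycline-induced cells for no effect and cells given 10 µM MG132 for full effect; MG132 reads +100%, hits lower the ratio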
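Concentration-response series (up to 46 uM) were applied to TMD8 dual-reporter cells for 4 h at 37C with doxycycline. Green/red ratio, after filter-overlap correction, defined %Activity; red signal alone was normalised to basal cells and zero luminescence.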
Menin MLL FP TR = menin-MLL binding inhibition, Texas Red mutant peptide | AID 1768 | O00255 | Potency, µM (doses to about 61.6 µM), for inactives: top-dose FP activity change, negative = inhibition, hits mostly inhibitors | Menin + Texas Red MLL mutant peptide, fluorescence polarization | 270,000 compounds, 0.23% hits; active means well fitted inhibition curve with a large enough effect in the polarisation, with a control signal flat, not every such curve was filed as active; inconclusive means small, poorly fitted or top-dose-only effect, or effect the other way, or a change in a side signal; inactive means no such curve, though single readings can be large or run the other way; the % refers to the polarisation; further: potency means the concentration at half of the fitted maximal effect; % of control where 0% means no effect; many of its hits are not listed in these tables
* marks the source's active call; other numbers are inactive results; ? = inconclusive; · = no result given; [ ] = another dose, or the depositor's remark. Unless noted, the call rests on the fitted dose curve; in most records, active means well fitted curve in the direction sought with a large enough effect; inconclusive means small, poorly fitted or top-dose-only effect, or another doubt; inactive means no such curve, though single readings can be large; an effect the other way counts as inactive or inconclusive. Some of the compounds tested. The share of hits here may be higher or lower than overall.

SMILES | PKM2 act | USP2a inh | ASM inhibitor | Mito fusion act | MBNL1 CUG block | TSHR antag | hERG WT inh | GALK inh | Eya2 inh | Chronic BCR inh | Menin MLL FP TR
Cn1c(-c2cnn(-c3ccccc3)c2-n2cccc2)n[nH]c1=S | -3% | 1% | 0% | -4% | 1% | -3 | -7 | 1% | 3% | 3% | -3%
COc1ccc(OC)c(C2C(C(=O)c3ccco3)=C(O)C(=O)N2CC2CCCO2)c1 (configuration not stated) | 2% | -2% | 13% | -1% | 24% | -1 | 9 | 18% | 2% | -2% | -2%
C=CCC[C@H](Cc1ccc(F)cc1)C(=O)OC[C@H](Cc1c[nH]c2ccccc12)NC(=O)[C@@H](CC=C)CC(=O)N(CCO)Cc1ccccc1 | · | 0% | -7% | · | · | -10 | -5 | · | -3% | ? | ·
O=C(CCN1C(=O)/C(=C/c2cccs2)SC1=S)Nc1ccccc1O | 28% | 1% | -7% | -8% | 5% | 1 | 4 | 5% | 12% | ? | ?
Cc1cc(C)cc(NC(=S)N2CCC(NC(=O)C3CCCCC3)CC2)c1 | 0% | 1% | 3% | -3% | -7% | -11 | 8 | -1% | 2% | -5% | -9%
CC1(C)OC1COc1c2ccoc2cc2oc(=O)ccc12 (configuration not stated) | -3% | 2% | 39% | -2% | -11% | -4 | -7 | 1% | 0% | 0% | -9%
Cc1cc2nn(-c3cccc4ccccc34)nc2cc1NC(=O)c1cccs1 | -7% | -7% | 27% | 10% | -1% | 8 | -1 | 2% | -4% | ? | ?
O=C(NCc1cccnc1)C1CC(c2ccc(F)cc2)=NO1 (configuration not stated) | -2% | 1% | 1% | -5% | -1% | 1 | -6 | 2% | 1% | 0% | 0%
COc1ccc(OC)c(C2=NOC(C(=O)N3CCCc4ccccc43)C2)c1 (configuration not stated) | -7% | -1% | -2% | 4% | 0% | 7 | -7 | -4% | -37% | ? | ·
CCc1cccc(C)c1NC(=O)N(C)C1CCCCC1 | 2% | 1% | 1% | 3% | -7% | 0 | 19 | 1% | 1% | ? | ·
COc1cccc(NC(=O)CCc2nc(-c3ccccc3F)no2)c1 | 26% | 3% | 0% | 6% | -5% | -2 | -16 | 1% | -31% | -8% | 7%
COc1ccc(CC(=O)Nc2ccc(-c3nc4cc(C)ccc4o3)c(O)c2)cc1OC | 7% | 1% | 63%[activator] | -2% | 22% | 13 | 6 | -1% | -2% | ? | ?
O=S(=O)(N1CCCCC1)N1CCN(c2ccccc2F)CC1 | 2% | 2% | -4% | 2% | -9% | 6 | -17 | -3% | -2% | ? | ·
OC1CCNC(=S)N1c1ccccc1 (configuration not stated) | -4% | 0% | 0% | -6% | -8% | 3 | -2 | -1% | 1% | -2% | -1%
CCOC(=O)C(C)Oc1cccc2c(=O)n(CC(=O)NCc3ccco3)ccc12 (configuration not stated) | 18% | -1% | -2% | -3% | -19% | -29 | -1 | 0% | 0% | ? | -15%
O=C(NNc1c2ccccc2nc2ccccc12)c1cccc(O)c1 | 0% | 1% | 88%[activator] | 2% | ? | -11 | 1 | 0% | -23% | ? | ?
CCOc1ccc(C2=NNC(c3cccnc3)=Nc3ccc(OC)cc32)cc1 | 4% | 1% | -7% | -1% | 10% | 7 | 2 | -2% | 6% | 6% | 11%
O=C(CSc1ccc(-c2ccc(F)cc2)nn1)N1CCOCC1 | -15% | -2% | -2% | 2% | -6% | -4 | 0 | 3% | 9% | 1% | -8%
CCOC(=O)C1CCN(C(=S)Nc2ccc(CC)cc2)CC1 | 1% | 3% | 3% | -5% | -2% | 13 | 3 | 0% | -22% | 12% | -1%
O=C(CCN1C(=O)c2ccccc2S1(=O)=O)Nc1ccc(Cl)cc1 | 0% | -5% | 2% | 0% | 6% | 20 | 5 | 3% | -3% | 4% | ?
CCCc1nc(SCC(=O)Nc2nnc(CC)s2)c2c(=O)n(C)c(=O)n(C)c2n1 | 1% | 1% | 4% | -1% | -5% | 8 | 10 | 2% | -5% | 1% | ?
O=C(NCc1cccc(C(F)(F)F)c1)C1CCCN(c2cnccn2)C1 (configuration not stated) | 0%[0.46 µM] | 1% | 16% | 3% | 4% | 12 | 11 | 3% | 0% | 3% | 0%
O=C(Nc1ccnn1C1CCN(C(=O)c2ccc(Cl)cc2)CC1)C1CC1 | -1% | 3% | 0% | -1% | -1% | -6 | -3 | -4% | 1% | 0% | ·
O=C(c1ccc2c(c1)OCCO2)C1CCN(C(=O)Nc2ccc(F)cc2)CC1 | · | 0% | -5% | 8% | -15% | -4 | 6 | 5% | -7% | ? | ·
COCCn1c(=N)c(S(=O)(=O)c2ccc(F)cc2)cc2c(=O)n3ccccc3nc21 | 1%[0.46 µM] | -1% | 25% | 17% | ? | -18 | 3 | 6% | 9% | 2% | -1%
Cn1c(=O)[nH]c(=O)c2c1nc(N1CCCCC1)n2CCCSc1nnnn1-c1ccccc1 | 0% | 1% | 2% | -1% | 1% | -13 | -36 | · | -14% | -8% | ?
O=C(NC1CCCC1)C(c1ccc(F)cc1)N(C(=O)c1csnn1)c1ccccc1 (configuration not stated) | · | 1% | 3% | -6% | -9% | 40 | 16 | -2% | ? | -4% | -17%
Cc1ccccc1OCC(=O)Nc1ccc(N2CCN(S(C)(=O)=O)CC2)cc1 | 0% | -3% | -3% | -1% | 12% | 1 | -8 | -1% | -1% | -8% | 20%
CCC(C)NCCOCCOc1ccc(C)cc1Br (configuration not stated) | 2% | -2% | 0% | 1% | -5% | 9 | 7 | 2% | -10% | -7% | -14%
Cn1cc(/C=N\NC(=O)c2cccs2)c2ccccc21 | 0% | 0% | 82% | ? | · | 1 | 1 | 9% | -5% | ? | ?
Cc1n[nH]c(=O)nc1NCCN(C)C | -3% | 0% | 2% | 1% | -10% | 6 | -13 | 1% | -1% | 1% | 18%
COc1ccc(C(=O)NNC(=O)CSc2nnc(COc3ccccc3OC)n2C)cc1 | -5% | 2% | 1% | -3% | -6% | 6 | -16 | · | 1% | -2% | -13%
Cn1c(C(=O)NCCCN2CCCCC2)cc2sccc21 | -2% | 4% | 1% | 1% | -13% | -7 | 39 | 0% | 7% | -3% | 4%
CC1(C)OC(=O)N(CC(=O)Nc2cccc(C(F)(F)F)c2)C1(C)O (configuration not stated) | 2% | -1% | 0% | 1% | -10% | 17 | 1 | 1% | -5% | 6% | -5%
COc1ccc(C)cc1NC(=O)C(OC(=O)c1cccc(S(=O)(=O)N(C)c2ccccc2)c1)c1ccccc1 (configuration not stated) | 2% | 0% | 0% | ? | -6% | -1 | 6 | 0% | 5% | 0% | 0%
O=C(c1ccc(Cl)cc1)N1CCCC(C(=O)N2CCCCC2)C1 (configuration not stated) | -5% | 3% | 1% | 8% | -4% | 7 | -2 | -1% | 0% | ? | 0%
Fc1ccc(CSc2nc3ncccc3[nH]2)cc1 | 0% | 3% | 0% | 3% | 1% | 4 | -7 | 1% | 18% | 6% | 13%
COc1ccc(OC)c(NC(=O)CN2C(=O)COc3ccc(C)cc32)c1 | -1% | -1% | 2% | 3% | 4% | 12 | -6 | 0% | 4% | -1% | -6%
COc1ccc2c(CC(=O)Nc3nnc(C4CC4)s3)coc2c1 | 4% | -2% | 5% | -7% | 6% | 3 | -21 | 0% | 21% | ? | -7%
O=C(N/N=C/c1ccco1)c1ccccn1 | 5% | 2% | -1% | -3% | ? | 0 | -13 | 2% | 1% | ? | -17%
Cc1cc(NC(=O)c2cc(C(C)(C)C)oc2C)no1 | -35% | 1% | -1% | 0% | -5% | -6 | 1 | · | 0% | -6% | ·
COc1ccc(/C=N/NC(=O)c2c([N+](=O)[O-])c(C)nn2C)cc1 | -4% | 4% | 0% | -3% | ? | 1 | 0 | -3% | 6% | -9% | -5%
